High-throughput results from PubChem.
L3MBTL1 block: blocks human L3MBTL1; hit rate 0.66% among 230,000; Potency, µM (doses to about 57.1 µM), inactives show at the highest dose activity, negative = inhibition, actives largely listed as inhibitors; AlphaScreen L3MBTL1–H3K9me1 peptide binding; active means well fitted inhibition curve with a large enough effect; inconclusive means small, poorly fitted or top-dose-only effect; inactive means no such curve, though single readings can be large or run the other way; further: nearly all actives have a fitted effect of over 60% in size
Target sequence (Q9Y468 whole entry, looked up): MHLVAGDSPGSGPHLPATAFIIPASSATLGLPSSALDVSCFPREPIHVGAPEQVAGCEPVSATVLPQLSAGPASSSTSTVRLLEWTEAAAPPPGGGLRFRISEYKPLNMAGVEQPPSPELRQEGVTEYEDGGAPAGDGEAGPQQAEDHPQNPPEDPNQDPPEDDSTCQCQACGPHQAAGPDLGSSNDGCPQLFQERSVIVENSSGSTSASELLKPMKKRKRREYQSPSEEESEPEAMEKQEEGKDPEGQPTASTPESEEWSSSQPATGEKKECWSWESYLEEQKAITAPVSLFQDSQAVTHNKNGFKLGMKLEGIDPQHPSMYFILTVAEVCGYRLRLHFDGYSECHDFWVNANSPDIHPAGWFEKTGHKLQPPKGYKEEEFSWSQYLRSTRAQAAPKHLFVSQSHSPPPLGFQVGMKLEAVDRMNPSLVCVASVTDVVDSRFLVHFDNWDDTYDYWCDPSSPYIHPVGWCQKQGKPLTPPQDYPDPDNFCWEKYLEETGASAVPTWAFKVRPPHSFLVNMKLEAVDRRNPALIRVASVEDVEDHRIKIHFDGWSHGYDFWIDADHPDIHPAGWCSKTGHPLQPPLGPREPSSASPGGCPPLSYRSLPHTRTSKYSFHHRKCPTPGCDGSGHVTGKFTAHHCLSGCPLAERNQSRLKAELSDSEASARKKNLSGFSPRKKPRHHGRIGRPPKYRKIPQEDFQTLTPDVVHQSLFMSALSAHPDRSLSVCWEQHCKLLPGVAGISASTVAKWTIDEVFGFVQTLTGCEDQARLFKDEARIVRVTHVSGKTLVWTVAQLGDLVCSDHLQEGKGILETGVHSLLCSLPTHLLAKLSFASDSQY
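L3MBTL1 50 nM + b-AHA-H3(1-15)K9me1 75 nM, 30 min RT; compound added, 30 min RT; streptavidin donor/Ni-chelate acceptor beads 10 ug/mL each final, 30 min RT dark; AlphaScreen read.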
The depositor's hits bear a star; ? = inconclusive; [ ] = remark or other dose. On the % scale 0 is the no-effect control and ±100 the full control effect; potency means the concentration at half of the fitted maximal effect. Not all compounds are listed; rates above refer to the full screens.

L3MBTL1 block	SMILES
0%	COc1ccc(-c2ccc3c(c2)S(=O)(=O)c2cccc(C(=O)NC4CCCC4)c2C3=O)cc1OC
-2%	COc1ccc(Cl)cc1N1C(=O)CC(N2CCN(S(=O)(=O)c3ccccc3F)CC2)C1=O (configuration not stated)
0%[2.29 µM]	COc1ccc(Cc2nnc(NC(=O)c3ccc(F)cc3)s2)cc1OC
-13%	COc1ccc(C2CC(c3ccccc3)=NN2C(=O)COC(=O)c2cccc(N)c2)cc1 (configuration not stated)
4%	O=C(Cc1ccc(Br)cc1)N1CCN(C(=O)c2ccccc2)CC1
7%	CCOc1ccc(S(=O)(=O)N(C)c2ccc(OCC(=O)Nc3ccccc3F)cc2)cc1
2%	CCOC(=O)CNS(=O)(=O)Cc1ccccc1
0%	COc1ccc(S(=O)(=O)N2CCCCCC2)cc1C(=O)NCCc1ccccc1
-16%	O=C1C=C(c2ccc(C(=O)O)c(Cl)c2)C[C@@H](c2ccc3c(c2)OCO3)C1
-1%	COc1ccc(-c2sc3ccc(-c4ccc5c(c4)OCO5)cc3c2-c2ccc(OC)nc2)cc1
16%	Cc1noc(C)c1COc1ccccc1C(=O)NNC(=O)c1ccccc1
-6%	COc1ccccc1OCc1nn[nH]n1
-4%	Cc1ccc(S(=O)(=O)N2CCCCC2)cc1NC(=O)[C@@H]1CCCN1C(=O)c1cccs1
0%	COc1ccc(NC(=O)[C@@H]2CCCN2S(=O)(=O)c2ccc(Cl)cc2)cc1
3%	CC(=O)c1sc(NC(=O)c2ccc(F)c(S(=O)(=O)N3CCOCC3)c2)nc1C

Other results follow:
L3MBTL1 block	SMILES
0%	CC(C)(C)OC(=O)C[C@H]1C/C=C\C[C@H](CC(=O)N(CCO)Cc2ccccc2)C(=O)NC[C@H](c2ccccc2)OC1=O
3%	CC(C)(C)OC(=O)NC1CCN(S(=O)(=O)c2ccc3c(c2)OCCO3)CC1
-1%	CCCCn1c(N)c(N(CC(C)C)C(=O)COC(=O)C2(c3ccccc3)CC2)c(=O)[nH]c1=O
-8%	O=S(=O)(NCC1CN(S(=O)(=O)c2ccc3c(c2)OCCO3)C1)c1c(F)cccc1F
-8%	Cc1ccc(NC(=O)c2ccc([N+](=O)[O-])s2)cc1S(=O)(=O)N1CCOCC1
-1%	O=C(CN(Cc1ccco1)C(=O)c1ccc(F)cc1)Nc1ccccc1Br
2%	O=C(Nc1nc2c(F)cc(F)cc2s1)C1CC1
2%	CCc1noc(C)c1C(=O)N1CCN(S(=O)(=O)c2ccc(C(C)=O)cc2)CC1
0%	CCCN(CC(=O)Nc1ccccc1C)C(=O)c1ccc(C)c(S(=O)(=O)N2CCCCC2)c1
39%[activator]	Cc1ccc(Nc2cc(C)nc3ccc(C)cc23)cc1
-2%	CCc1ccc(NC(=O)C(C)Sc2nnc(CN3CCCC3)o2)cc1 (configuration not stated)
-2%	O=C1CCN(CCc2ccccc2)CCN1CCSc1ccccc1
3%	CSCCC(NC(=O)c1ccccc1Cl)C(=O)NCC(c1cccs1)N(C)C (configuration not stated)
-1%	CCOC(=O)N1CCN(C(=O)/C(=C/c2ccc(N(C)C)cc2)NC(=O)c2ccccc2)CC1
44%[activator]	CCOC(=O)C1=CNS(=O)(=O)NC1c1ccc(C#N)cc1 (configuration not stated)

Next section:
L3MBTL1 block	SMILES
-4%	O=C(COC(=O)c1cnccn1)Nc1cccc(F)c1
10%	Cc1ccc(F)c(NC(=O)CCOc2ccccc2C)c1
-5%	COc1cccc(/C=C/C(=O)Nc2cc(S(=O)(=O)N3CCOCC3)ccc2OC)c1
?	Cc1ccc2c(c1)c1c(n2CC(O)CN2CCOCC2)CCCC1 (configuration not stated)
-6%	CC(C)N1CC(C(=O)Nc2ccc(F)c(Cl)c2)CC1=O (configuration not stated)
0%	O=C(N/N=C/c1cccnc1)c1cccc(F)c1
4%	Cc1sc2ncnc(N3CCC(C(=O)Nc4ccc(Cl)c(Cl)c4)CC3)c2c1C
-14%	Cc1ccccc1-c1ccc(CN2CCN(C)C(CCO)C2)cc1 (configuration not stated)
2%	COc1cc(OC)c(C(=O)OCC(=O)NCC2CCCCC2)cc1OC
0%	COc1ccc(NC(=O)Cn2c(=O)n(CC3CCCO3)c(=O)c3cc(OC)c(OC)cc32)c(OC)c1 (configuration not stated)
-3%	Cc1cc(C)cc(NC(=O)Cc2ccc(NC3=NC4CS(=O)(=O)CC4S3)cc2)c1 (configuration not stated)
-8%	COc1cc(C(=O)Nc2cccc(S(=O)(=O)NCc3ccco3)c2)cc(OC)c1OC
7%	CN(CC(=O)Nc1ccccc1Cl)C(=O)C1CCN(S(=O)(=O)c2ccc3c(c2)OCCO3)CC1
1%	O=S(=O)(NCCN1CCN(S(=O)(=O)c2ccccc2F)CC1)c1ccccc1F
6%	O=C(Cn1c(NCCCCl)nc2ccccc21)c1ccccc1

15 structures already listed, ordered by formula weight, rising.
L3MBTL1 block	SMILES
0%	O=C(N/N=C/c1cccnc1)c1cccc(F)c1
-4%	O=C(COC(=O)c1cnccn1)Nc1cccc(F)c1
10%	Cc1ccc(F)c(NC(=O)CCOc2ccccc2C)c1
-6%	CC(C)N1CC(C(=O)Nc2ccc(F)c(Cl)c2)CC1=O (configuration not stated)
-14%	Cc1ccccc1-c1ccc(CN2CCN(C)C(CCO)C2)cc1 (configuration not stated)
?	Cc1ccc2c(c1)c1c(n2CC(O)CN2CCOCC2)CCCC1 (configuration not stated)
2%	COc1cc(OC)c(C(=O)OCC(=O)NCC2CCCCC2)cc1OC
-3%	Cc1cc(C)cc(NC(=O)Cc2ccc(NC3=NC4CS(=O)(=O)CC4S3)cc2)c1 (configuration not stated)
-5%	COc1cccc(/C=C/C(=O)Nc2cc(S(=O)(=O)N3CCOCC3)ccc2OC)c1
4%	Cc1sc2ncnc(N3CCC(C(=O)Nc4ccc(Cl)c(Cl)c4)CC3)c2c1C
3%	CSCCC(NC(=O)c1ccccc1Cl)C(=O)NCC(c1cccs1)N(C)C (configuration not stated)
1%	O=S(=O)(NCCN1CCN(S(=O)(=O)c2ccccc2F)CC1)c1ccccc1F
-1%	CCOC(=O)N1CCN(C(=O)/C(=C/c2ccc(N(C)C)cc2)NC(=O)c2ccccc2)CC1
0%	COc1ccc(NC(=O)Cn2c(=O)n(CC3CCCO3)c(=O)c3cc(OC)c(OC)cc32)c(OC)c1 (configuration not stated)
7%	CN(CC(=O)Nc1ccccc1Cl)C(=O)C1CCN(S(=O)(=O)c2ccc3c(c2)OCCO3)CC1

Next section.
L3MBTL1 block	SMILES
-5%	COC(=O)Cn1cc(/C=C/c2cc[n+](C)cc2)c2ccccc21
-8%	Cc1c(O)ccc(/C=N/Nc2ncccc2[N+](=O)[O-])c1O
-5%	COc1ccc(OC)c(/C=C/C(=O)OCC(=O)N2C(C)CCCC2C)c1 (configuration not stated)
8%	O=C(O)c1cccc(S(=O)(=O)Nc2ccc3c(c2)CCC3)c1
14%	COc1ccc(NS(=O)(=O)c2ccc(C)c(NC(=O)CN3C(=O)NC4(CCCC4)C3=O)c2)cc1
2%	COc1ccccc1-c1oc2ccccc2c1C#CCCO
3%	COc1ccc(CN2C[C@H](C)[C@@H](CC(=O)NCc3ccccc3)C2=O)cc1
-11%	Cc1nc(CN2CCN(S(=O)(=O)c3c(Cl)cc(Br)cc3Cl)CC2)cs1
3%	COc1ccc(NC(=O)c2ccc(NC(=O)c3nc4nc(C)cc(C)n4n3)cc2)cc1
-4%	COc1ccc(NC(=O)CN2CCCC2c2cccs2)cc1S(=O)(=O)N1CCCCC1 (configuration not stated)
5%	Cc1ccc(C(=O)NCC(=O)OCc2c(F)cccc2Cl)cc1
-1%	O=C(NC(=S)Nc1ccc(O)cc1)C1CCCC1
2%	Fc1cccc(CCN2CCNC[C@@H]2c2ccccc2)c1
-29%	Cc1cccc(C)c1NC(=O)CN(C)C(=O)CCc1nc2sc3c(c2c(=O)[nH]1)CCCC3
?	COc1ccc(C(=O)NCCS(=O)(=O)NCc2ccco2)cc1

Further structures.
L3MBTL1 block	SMILES
1%	CC(NC(=O)c1cc(S(=O)(=O)N2CCCC2)ccc1Cl)c1ccccn1 (configuration not stated)
-4%	CC(C)C(NC(=O)c1ccccc1)C(=O)OCC(=O)N1CCCCC1 (configuration not stated)
-11%	O=[N+]([O-])c1ccc(S(=O)(=O)Nc2nc(-c3ccccc3)cs2)cc1
-13%	Cc1cccc(N2CCN(C(=O)c3ccc4ccccc4c3)CC2C)c1 (configuration not stated)
?	O=C(O)c1ccccc1N=N/C(=N/Nc1cc(S(=O)(=O)O)ccc1O)c1ccccc1
-6%	O=C(Cc1ccsc1)N1CCN(S(=O)(=O)c2cccc(F)c2)CC1
-1%	COc1ccccc1/C=C/c1nc2ccc(OC(C)=O)cc2c(=O)o1
-5%	Cc1ccc(NC(=O)CN(C)C(=O)c2cccc(S(=O)(=O)NCc3ccccc3)c2)cc1
3%	CCc1ccc(-c2nc(SCC(=O)c3c(N)n(C)c(=O)n(C)c3=O)n[nH]2)cc1
2%	CC(C)(C)OC(=O)NOCC(=O)N(Cc1ccccc1)CC(O)COc1ccccc1 (configuration not stated)
-6%	Cc1ccc(S(=O)(=O)N2CCN(CCOc3cccc(C)c3)CC2)cc1
-8%	Cc1ccc(S(=O)(=O)N2[C@@H](c3ccc(C(C)(C)C)cc3)C(C(=O)O)=CC[C@H]2c2ccc3c(c2)OCO3)cc1
-10%	Cc1cc(-n2c(C)cc(C(=O)CSc3ccccn3)c2C)no1
-4%	O=C(Nc1cc([N+](=O)[O-])ccc1O)c1cccc([N+](=O)[O-])c1
-7%	CC(=O)c1ccc(OCC(=O)OCC(=O)Nc2sccc2C(N)=O)cc1

Going on with the list:
L3MBTL1 block	SMILES
0%	COc1ccccc1C(=O)NCCC(=O)Nc1cccc(S(=O)(=O)N2CCCC2)c1
-15%	CC1CCCN(S(=O)(=O)c2ccc(NC(=O)C3CC(=O)N(C(C)(C)C)C3)cc2)C1 (configuration not stated)
5%	C=CCN(c1ccc(Br)cc1C(=O)OC)S(C)(=O)=O
-2%	COc1cc2c(cc1OC)C(c1ccc(OC)c(OC)c1OC)CC(=O)N2 (configuration not stated)
-4%	CC(c1ccccc1)N(C)C(=O)CSc1nnc(C2CC2)n1C1CC1 (configuration not stated)
0%	COc1ccc(NS(=O)(=O)c2cc(C(=O)OC(C)C(=O)N3CCOCC3)ccc2Cl)cc1 (configuration not stated)
5%	CCN1C(=O)[C@H]2[C@H]3CN=C(SCC(=O)c4ccccc4)N3[C@@](C)(C(=O)OC)[C@H]2C1=O
6%	Cc1ccc(S(=O)(=O)N2CCOCC2)cc1NC(=O)COC(=O)Cc1ccccc1
5%	Cc1ccccc1NS(=O)(=O)c1cc2c(cc1C)NC(=O)CO2
0%	Cc1ccc(S(=O)(=O)N2CCC(C(=O)NN3CCCCC3)CC2)cc1
-3%	S=C(c1ccc(-c2ccccc2)cc1)N1CCOCC1
8%	CC(OC(=O)CC1CC2CCC1C2)C(=O)Nc1cccc(S(=O)(=O)N2CCOCC2)c1 (configuration not stated)
4%	CC(C)[C@H](NC(=O)c1ccccc1Cl)C(=O)OCC(=O)NCc1ccc2c(c1)OCO2
-6%	COc1cccc(C2=CC(=O)C[C@H](c3ccc4c(c3)OCO4)C2)c1
-10%	CN(Cc1ccc(OC(F)F)cc1)C(=O)/C=C/c1ccc(S(=O)(=O)N2CCOCC2)cc1

(continued)
L3MBTL1 block	SMILES
4%	O=C(CN1C(=O)COc2ccccc21)Nc1ccccc1F
1%	CCOC(=O)[C@@H]1[C@H]2COc3ccc(Br)cc3[C@@H]2N2C(=O)N(c3ccc(OC)cc3)C(=O)[C@]12C
-4%[2.29 µM]	CSc1nc2c(c(=O)[nH]c(=O)n2C)n1Cc1ccc(Cl)cc1
5%	N#Cc1ccc(Cl)cc1NC(=O)CNc1cccc(S(=O)(=O)N2CCCC2)c1
4%	O=C(OCC(=O)N1CCN(c2ccccc2)CC1)c1cccs1
6%	COc1ccc(OCC(=O)OCC(=O)NC2CCCCC2C)cc1 (configuration not stated)
5%	O=C(NC(CO)(CO)CO)[C@@H]1CCCN1S(=O)(=O)c1cccc2cccnc12
-3%	CCOC(=O)CNC(=O)CSc1nnc(CCc2nc3ccccc3[nH]2)n1C
-1%	Cn1c(SCC(=O)Nc2sccc2C(N)=O)nc2ccccc2c1=O
-3%	Cc1ccc2nc(-c3cccc(SC4CCCCC4)c3)c(NCc3ccccc3)n2c1
9%	CCCCN1CC(=O)N2[C@H](c3ccc(Cl)cc3)[C@@H]3C(=O)N(CC)C(=O)[C@@H]3[C@]2(C)C1=O
1%	O=C(NCC1CCCN1S(=O)(=O)c1cccs1)c1ccc([N+](=O)[O-])cc1 (configuration not stated)
1%	O=C(COc1ccc(C(=O)NCc2cccnc2)cc1)Nc1cccc(C(F)(F)F)c1
-3%	COc1ccc(N2CCN(S(=O)(=O)c3c(C)nc4sccn4c3=O)CC2)cc1
7%	O=C(Nc1ccc(F)cc1)c1ccc(C(=O)N2CCOCC2)cc1

As a working copy, part of the list above:
L3MBTL1 block	SMILES
3%	COc1ccc(NC(=O)c2ccc(NC(=O)c3nc4nc(C)cc(C)n4n3)cc2)cc1
-4%	COc1ccc(NC(=O)CN2CCCC2c2cccs2)cc1S(=O)(=O)N1CCCCC1 (configuration not stated)

(continued)
L3MBTL1 block	SMILES
5%	CC1CCN(C(=O)C2CCCN(S(=O)(=O)c3ccc4c(c3)CC(C)N4C(=O)C3CC3)C2)CC1 (configuration not stated)
?	CCOc1ccccc1NC(=O)COc1coc(CN2CCc3ccccc32)cc1=O
-4%	O=C(CSc1ccccc1C(=O)N1CCN(c2ccc([N+](=O)[O-])cc2)CC1)N1CCCC1
0%	Cc1cc(OCC(=O)Nc2ccncc2)ccc1Cl
0%	CC(C)[C@H](NC(=O)N1CC(=O)Nc2ccccc21)C(=O)N[C@H](Cc1ccccc1)C(=O)O
4%	CC(Sc1ccccc1F)C(=O)Nc1cccc(S(=O)(=O)N2CCOCC2)c1 (configuration not stated)
2%	CC(OC(=O)c1ccc(S(=O)(=O)NCc2ccco2)cc1)C(=O)Nc1ccccc1 (configuration not stated)
5%	COc1cc(SC)ccc1C(=O)Nc1cccc(S(=O)(=O)NC2=NCCC2)c1
